Screens as filed in PubChem BioAssay.
Mtb RmlCD inh = blocks M. tuberculosis RmlC and RmlD coupled enzymes | RmlC+RmlD coupled enzyme assay, percent inhibition; primary screen in compound mixtures | actives 0.03% (n = 160,000) | AID 1533 | inhibition, % at 3.6 µM; in the data active = inhibition mostly above about 34%, no sharp cut-off; inconclusive = no clear call, values can overlap the other calls; inactive = mostly below about 22%; also: some results filed as inactive read as strong as hits
Target sequence (P9WH09 whole entry, looked up): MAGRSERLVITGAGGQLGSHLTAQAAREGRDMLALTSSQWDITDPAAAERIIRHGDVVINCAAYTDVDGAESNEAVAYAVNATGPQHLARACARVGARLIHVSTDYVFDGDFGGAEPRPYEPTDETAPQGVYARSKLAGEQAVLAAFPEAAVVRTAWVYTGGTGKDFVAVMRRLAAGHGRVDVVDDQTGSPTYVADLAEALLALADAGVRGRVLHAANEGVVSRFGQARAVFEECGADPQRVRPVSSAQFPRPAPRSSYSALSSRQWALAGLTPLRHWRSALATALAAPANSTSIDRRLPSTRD
Target sequence (P9WH11 whole entry, looked up): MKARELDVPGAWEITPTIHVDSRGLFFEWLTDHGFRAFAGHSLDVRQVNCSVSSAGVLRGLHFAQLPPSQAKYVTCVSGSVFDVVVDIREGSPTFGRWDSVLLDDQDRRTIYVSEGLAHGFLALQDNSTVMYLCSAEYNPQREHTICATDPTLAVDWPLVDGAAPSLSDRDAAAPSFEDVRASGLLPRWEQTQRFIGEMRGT
M. tuberculosis GlmU = inhibition of mycobacterial GlmU enzyme – biochemical, glucosamine-1-phosphate acetyltransferase (AID 1376). M. tuberculosis GlmU acetyltransferase enzyme assay; higher % means a stronger effect. actives 0.25% (n = 220,000). inhibition, %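 (tested at 30 µM in the primary screen)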, or IC50 in µM where a hit was titrated; in the data active = inhibition above about 13%; inconclusive = no clear call, values can overlap the other calls;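 also: 0% = complete reaction with vehicle and 100% = reaction without substrate; strong numbers were not always called active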
* hit, by the source's call; ? = inconclusive; . = not tested or not shown.

A first look, seven compounds:
SMILES	Mtb RmlCD inh	M. tuberculosis GlmU
O=C(Cc1ccc(Cl)cc1)NCC(=O)N1CCCC1	-9.5	-2.4%
COc1ccc2nc(C(C)O)[nH]c2c1 (centres undefined)	.	5.0%
CCOC(=O)c1ccc(NC(=O)Nc2ncccc2C)cc1	-2.1	-2.2%
CN1/C(=C\C(=O)CSc2cccc[n+]2[O-])C(C)(C)c2ccccc21	7.3	-4.4%
COCCn1c(SCC(=O)Nc2ccc3c(c2)OCCO3)nc2c(c1=O)SC(C)C2 (centres undefined)	-2.1	1.3%
CC(O)CCC(=O)NNC1CC(=O)N(c2ccccc2)C1=O (centres undefined)	-2.9	5.4%
CCC(CC)C(=O)N(CCc1ccc(OC)cc1)Cc1nc2ccccc2c(=O)[nH]1	.	4.4%

Main list, repeating the preview:
SMILES	Mtb RmlCD inh	M. tuberculosis GlmU
O=C(Cc1ccc(Cl)cc1)NCC(=O)N1CCCC1	-9.5	-2.4%
COc1ccc2nc(C(C)O)[nH]c2c1 (centres undefined)	.	5.0%
CCOC(=O)c1ccc(NC(=O)Nc2ncccc2C)cc1	-2.1	-2.2%
CN1/C(=C\C(=O)CSc2cccc[n+]2[O-])C(C)(C)c2ccccc21	7.3	-4.4%
COCCn1c(SCC(=O)Nc2ccc3c(c2)OCCO3)nc2c(c1=O)SC(C)C2 (centres undefined)	-2.1	1.3%
CC(O)CCC(=O)NNC1CC(=O)N(c2ccccc2)C1=O (centres undefined)	-2.9	5.4%
CCC(CC)C(=O)N(CCc1ccc(OC)cc1)Cc1nc2ccccc2c(=O)[nH]1	.	4.4%
CC(NC(=O)c1ccccc1NC(=O)c1ccccc1)C(=O)N1CCOCC1 (centres undefined)	-7.1	-0.7%
COc1ccccc1C1/C(=C(/O)c2ccccc2)C(=O)C(=O)N1CCO (centres undefined)	33.2	-0.6%
CC(C)OC(=O)CSc1nc(-c2ccc(F)cc2)nc2ccc(F)cc12	.	-3.6%
COc1ccc(CCn2ccc(O)c(Cc3ccc(Cl)cc3)c2=O)cc1OC	6.8	-1.6%
Cc1cc(C)c(S(=O)(=O)N2CCN=C2c2ccccc2)c(C)c1	0.4	-5.1%

Retrieved by structure from above:
SMILES	Mtb RmlCD inh	M. tuberculosis GlmU
CC(NC(=O)c1ccccc1NC(=O)c1ccccc1)C(=O)N1CCOCC1 (centres undefined)	-7.1	-0.7%
COc1ccc2nc(C(C)O)[nH]c2c1 (centres undefined)	.	5.0%
CC(C)OC(=O)CSc1nc(-c2ccc(F)cc2)nc2ccc(F)cc12	.	-3.6%
CN1/C(=C\C(=O)CSc2cccc[n+]2[O-])C(C)(C)c2ccccc21	7.3	-4.4%
COc1ccc(CCn2ccc(O)c(Cc3ccc(Cl)cc3)c2=O)cc1OC	6.8	-1.6%
CC(O)CCC(=O)NNC1CC(=O)N(c2ccccc2)C1=O (centres undefined)	-2.9	5.4%
Cc1cc(C)c(S(=O)(=O)N2CCN=C2c2ccccc2)c(C)c1	0.4	-5.1%

(continued)
SMILES	Mtb RmlCD inh	M. tuberculosis GlmU
Fc1ccc(N2CCN(c3ccc4c(C(F)(F)F)cc(C(F)(F)F)nc4n3)CC2)cc1	-0.6	-0.5%
O=C(Nc1nc(-c2cccs2)cs1)C1=COCCO1	10.7	-7.1%
CCN1C(=O)c2cccc3c(S(=O)(=O)N(C(=O)c4ccncc4)c4ccc(OC)cc4)ccc1c23	4.8	0.7%
CCOC(=O)/C=C/c1nc(C(=O)OCC)c(C)c(=O)[nH]1	.	-14.2%
COC(=O)C1=C(C(=O)OC)C(c2ccc(OC)c(OC)c2)c2sc(=O)[nH]c2S1 (centres undefined)	-11.3	2.5%
Cc1cc(C(=O)CSc2n[nH]c(N)n2)c(C)n1-c1ccc(F)cc1	.	13.0%*
CCn1c(CCc2nc3ccccc3[nH]2)n[nH]c1=S	-11.2	-3.3%
CCOCC(=O)Nc1cc(-c2cn3cccnc3n2)ccc1C	.	5.8%
CC(=O)Nc1ccc(NC2=C(Cl)C(=O)c3ccccc3C2=O)cc1	14.2	1.7%
COc1ccc(S(=O)(=O)N2CCc3ccccc32)cc1C(=O)NCCc1ccccn1	-8.4	0.0%
CCOC(=O)c1cnn(-c2ccccc2)c1-n1cccc1C(=O)C(=O)Nc1ccc(F)cc1	.	0.3%
COCCSc1ccccc1C(=O)Nc1ccncc1	.	3.5%
Cc1cccc(-c2nnc3n2N=C(c2ccccc2)CS3)c1	.	-0.8%
Cc1cc2c(c(=O)n1CCc1ccccc1)C(C(C)C)C(C#N)=C(N)O2 (centres undefined)	-0.6	5.1%
Cc1cc(C(=O)CSc2nnc(-c3cccnc3)n2-c2ccccc2F)c(C)n1CC1CCCO1 (centres undefined)	-6.2	-3.9%
COc1cc2c(cc1NS(=O)(=O)N1CCCCC1)oc1ccccc12	11.1	14.6%*
CCn1c(-c2cc(-c3ccc(OC(C)C)cc3)nc3ccccc23)n[nH]c1=S	6.9	-1.6%
Nc1ncc2c(n1)-c1cc(Cl)ccc1SC2	-20.6	-2.4%
Cc1nnc(SCC(=O)Nc2ccc3c(c2)OCO3)n(N)c1=O	.	-5.6%
COc1cc2ncnc(NCc3ccccc3)c2cc1OC	-7.8	-1.0%
S=c1nc(-c2ccccc2)[nH]c2ccc(Br)cc12	-6.8	-5.4%
COc1ccc(CN2CCN(S(=O)(=O)c3ccccc3)CC2)c(OC)c1	2.6	-1.9%
O=C(CN1CCN(S(=O)(=O)c2ccccc2)CC1)Nc1cccc(C(F)(F)F)c1	-5.6	1.3%
Cc1cccc(CN2CCSc3sccc3C2=O)c1	-9.8	-1.2%
COc1cc(/C=C\C(=O)NCc2ccc3c(c2)cc(C)n3C)cc(OC)c1OC	.	-2.2%
O=C(CCl)NCCCCCCCCCNC(=O)CCl	-10.2	0.6%
CCOC(=O)C1CCCN(S(=O)(=O)c2ccc(OC)c3ccccc23)C1 (centres undefined)	.	3.2%
Cc1c(=O)n(OCc2ccc(Cl)cc2)c2ccccc2[n+]1[O-]	-4.3	-0.5%
O=C(COC(=O)C1CCN(S(=O)(=O)c2cc([N+](=O)[O-])ccc2Cl)CC1)Nc1ncc(Cl)cc1Cl	0.4	3.0%
Nn1cnnc1SC1CCCCC1NS(=O)(=O)c1ccccc1 (centres undefined)	.	0.9%
Cc1n[nH]c(C)c1CCN	.	0.6%
COc1ccc(Cn2nnc3c(=O)[nH]c(C(=O)NCCc4ccc(F)cc4)nc32)cc1OC	5.4	2.3%
O=c1c(-c2ccc(O)cc2)coc2cc(O)ccc12	.	-1.6%
Cc1ccc(-n2c(SCC(=O)Nc3cc(C)on3)nc3ccccc3c2=O)cc1	-5.6	1.4%
Cc1ccccc1-c1nc(SCc2cccnc2)c2c(=O)n(C)c(=O)n(C)c2n1	-6.7	-5.3%
CCOC(=O)/C(C#N)=C/c1cn(CCOc2ccccc2)c2ccccc12	3.4	6.9%
COc1cc(NC(=O)c2ccc(Br)o2)ccc1NC(=O)C(C)C	0.8	0.3%
Cc1ccccc1NC(=O)NC1(C(=O)NCCCN2CCOCC2)CCCCC1	.	-3.2%
O=C1CC(c2ccc(F)cc2)SC(N(c2ccccc2)c2ccccc2)=N1 (centres undefined)	-12.4	1.2%
O=c1cc(CO)occ1OCc1ccccc1	-8.5	-6.8%
Oc1c(C=C2N=c3ccccc3=N2)sc(=S)n1-c1ccc(F)cc1	.	1.2%
Clc1ccc(-c2cn3c(n2)SCC3)cc1	-8.7	0.2%
Cn1c(=O)c(-c2ccccc2)nc2ccccc21	.	-0.3%
COc1ccc(-n2c(=O)c3ccccc3n(Cc3ccc(F)cc3)c2=O)cc1OC	.	-1.6%
Cc1ccc(-n2nc3c(=O)n(CC(=O)c4ccc(F)cc4)nc(C)c3c2C)cc1	.	-0.3%
Cc1ccc(-n2c(Cc3cccn3C)nnc2SCC(=O)NC2CCCCC2)cc1	-5.0	4.3%
COc1ccccc1C(=O)NC(=S)N1CCCc2ccccc21	5.7	-0.9%
O=S(=O)(N/N=C/c1ccc(N2CCOCC2)cc1)c1ccccc1	-5.9	-0.4%
COC(CNC(=O)CNC(=S)N(CCCN1CCOCC1)Cc1cccs1)OC	-3.8	-2.3%
Cc1ccc(C2(c3noc(CN(C)Cc4cccnc4)n3)CCCC2)cc1	1.3	2.6%
CC(=O)Cc1nsc(NC(=O)C2Cc3ccccc3C(=O)O2)n1 (centres undefined)	-9.1	0.8%
NNC(=O)c1nnn(-c2nonc2N)c1CN1CCc2ccccc2C1	-13.6	0.4%
CCOCCc1nnc(NC(=O)Cc2ccccc2)s1	.	1.0%
Cc1cccc(NC(=S)N2CCCN(c3ncccc3[N+](=O)[O-])CC2)c1	-4.3	6.6%
Cc1cc(C)cc(NC(=S)N(Cc2cccc(Br)c2)CC2CCC(C(=O)O)CC2)c1 (centres undefined)	?	-1.1%
O=C(NCc1ccco1)C(c1ccc(F)cc1)N(Cc1cccnc1)C(=O)Cn1nnc2ccccc21 (centres undefined)	7.4	-5.4%
CCCCNC(=O)C1CCCN1C(=O)Nc1ccccc1 (centres undefined)	.	-0.3%
CCOC(=O)c1ccc(CNC(=O)C(Cc2c[nH]c3ccccc23)NC(C)=O)o1 (centres undefined)	.	-1.6%
Cc1ccc(Cl)cc1NC(=O)CSC(N)=O	-13.3	1.8%
CCn1c(C(C)NC(C)=O)nc2ccccc21 (centres undefined)	-4.3	5.7%

Additional entries follow:
SMILES	Mtb RmlCD inh	M. tuberculosis GlmU
CCc1nnc(NC(=O)CSc2nnnn2C)s1	.	-0.6%
O=C(Nc1ccc(OC(=O)c2ccncc2)cc1)c1ccncc1	17.1	4.4%
COc1ccc(Cn2nnnc2CN2CCCCCC2)cc1	2.4	0.7%
O=C(O)CC1SC(=Nc2ccc(O)cc2)NC1=O (centres undefined)	1.6	8.3%
O=C(CSc1nnc(CNC(=O)c2cccs2)o1)NC1CCCCC1	6.4	-1.1%
Cc1nn(C)c(C)c1S(=O)(=O)N(CC(=O)N1CCc2ccccc21)c1ccc(C(C)C)cc1	7.2	-4.7%
CCCC(=O)Nc1ccc(C(=O)N/N=C/c2ccc[nH]2)cc1	.	7.0%
CC(C)C[C@H](NC(=O)c1nc[nH]c1C(=O)NCCCCCNC(=O)OC(C)(C)C)C(=O)OC(C)(C)C	.	2.1%
COC(=O)CC(=O)CSc1nc2c(cc1C#N)CCC2	.	0.1%
Cc1ccn(C(=O)c2ccc(NC(=O)C3CC3)cc2)n1	-8.4	2.6%
O=S1(=O)CC(N2CCCCC2)C(N2CCCCC2)C1 (centres undefined)	-0.6	1.3%
CCOC(=O)c1cnc2c(C)c(Cl)ccc2c1Nc1ccc(S(=O)(=O)Nc2ncccn2)cc1	4.7	4.9%
COC(=O)C1C(O)=CC(=O)CC1C (centres undefined)	-9.4	2.8%
Cc1ccc(CS(=O)(=O)CCC(=O)NCCCOC(C)C)cc1	-8.7	1.6%
C/C=C(/C)C(=O)Nc1cccc(C2=NOC3(C2)C[C@@H](C(N)=O)N(C(=O)/C=C/CC)C3)c1 (some centres undefined)	7.8	1.1%
CN(C)CCCOc1nc2c(c(=O)n(C)c(=O)n2C)n1C	9.4	6.9%
Cc1ccc2cc(CN(CCN3CCOCC3)C(=O)NCc3ccccc3)c(=O)[nH]c2c1C	.	-2.9%
Cc1ccc(/C=N/NC(=O)CSc2nc3ccccc3o2)cc1	.	6.7%
C#CCNC(=O)C1=C[C@H](c2ccc3c(c2)OCO3)C[C@H](OCc2ccc(CO)cc2)O1	.	1.0%
Fc1ccc(N=c2ssnc2Cl)c(F)c1	9.4	1.5%
Cc1c(C(=O)NCCCN2CCOCC2)sc2nc(-c3ccccc3)cn12	0.0	.
Cc1nnc(SCC(=O)c2cc(C)n(-c3ccc4c(c3)OCO4)c2C)s1	.	3.4%
O=C(COCc1nc2ccccc2c(=O)[nH]1)NC1CCCC1	7.8	-3.7%
CS(=O)(=O)N1CCC(C(=O)Nc2ccc(OCc3ccccc3)cc2)CC1	-15.7	0.1%
Cc1ccsc1/C=N/NC(=O)CNC(=O)c1ccc(S(=O)(=O)N2CCOCC2)cc1	-3.0	-4.1%
CCOC(=O)CC1CCCCN1Cc1cn[nH]c1-c1ccc(F)cc1F (centres undefined)	3.5	0.1%
CO/N=C/C(C#N)=C/c1cc(C(=O)c2ccccc2)cn1C	9.4	-8.4%
CCS(=O)(=O)N1Cc2ccccc2CC1C(=O)Nc1nnc(SCc2ccc(C#N)cc2)s1 (centres undefined)	-7.0	7.5%
C=CCN1C(=O)NC2(CCCCC2)C1=O	6.4	1.3%
Cc1ccccc1Nc1c(-c2ccc(N3CCOCC3)cc2)nc2cnccn12	-8.9	-4.0%
NS(=O)(=O)c1ccc(NC(=O)CSC2CCCCC2)cc1	.	0.2%
COc1ccc(NC(=O)CC2C(=O)N(c3ccc(OC)cc3)C(=O)N2CCc2cccs2)cc1 (centres undefined)	9.7	-7.9%
N#Cc1c(Sc2ncc(C(F)(F)F)cc2Cl)nsc1C/C=N\OCc1c(F)cccc1Cl	.	-0.2%
Cc1cccc(C)c1NC(=O)CSc1nnc(-c2ccccc2)n1Cc1ccc2c(c1)OCO2	-10.6	-6.2%
CCOC(=O)CCC(NC(=O)c1ccc(NCN2C(=O)c3ccccc3C2=O)cc1)C(=O)OCC (centres undefined)	.	2.4%
Cc1cc(N2C(=O)C3C4CCC(C4)C3C2=O)no1 (centres undefined)	.	3.0%

Brought forward from above: two compounds; new compounds follow.
SMILES	Mtb RmlCD inh	M. tuberculosis GlmU
CCOC(=O)CCC(NC(=O)c1ccc(NCN2C(=O)c3ccccc3C2=O)cc1)C(=O)OCC (centres undefined)	.	2.4%
Cc1cc(N2C(=O)C3C4CCC(C4)C3C2=O)no1 (centres undefined)	.	3.0%
CC(=O)N(C(C)=O)c1c(C#N)c(C)n(-c2ccccc2)c1C(=O)c1ccccc1	.	-2.8%
O=C(O)CCc1ncc(C(F)(F)F)cc1Cl	1.2	0.9%
CCC(C)NC(=O)N[C@@H](CCSC)C(=O)OC (some centres undefined)	10.9	2.6%
Cc1cc(-c2ccccc2)nc(Oc2ccc(C(C)(C)C)cc2)c1S(C)(=O)=O	13.2	-3.5%

An excerpt; count on the stated rates, not on these rows.
